ELG1 repair inh – blocks ELG1-dependent DNA repair in HEK293T cells; Potency, µM (series often up to 46.1 µM), for the others: at the top dose activity change, negative = inhibition, most hits filed as inhibitors; HEK293T ELG1-luciferase reporter, luminescence, 16 h; DNA damage induced by 5-fluorouridine; actives 2.3% (n = 330,000); also: potency is read from the fitted curve at half-maximal effect; % is scaled to controls: 0 for no effect and ±100 for the full control effect; nearly all actives have a fitted effect of over 55% in size
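Luminescence from the luciferase reporter, measured 30 min after ONE-Glo reagent at room temperature, was the read-out. Beforehand, 2,000 cells per well were exposed for 16 hr at 37 °C to 5-fluorouridine together with compound or vehicle.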
KCNH2 3.1 inh – KCNH2 3.1 (human) potassium channel inhibition; activity change, % (tested at about 1.8 µM); U2OS KCNH2 3.1, thallium flux FluxOr; active compounds read low; actives 0.95% (n = 340,000);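 active = maximum activity change below -70%; inconclusive = maximum activity change from -70% to -50%; inactive = maximum activity change above -50%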;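 also: thallium influx rate constant from kinetic fluorescence after stimulation buffer; % is scaled to controls: 0 for no effect and ±100 for the full control effect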
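Kinetic fluorescence (2 min after stimulation buffer) measures Tl+ influx through KCNH2 3.1 expressed by viral transduction in U2OS cells; the rate constant is normalized against DMSO controls serving as positive and negative references.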
Rab9 promoter act – activates the Rab9 promoter; Huh7 Rab9 promoter-luciferase reporter, luminescence, 24 h; Potency, µM (series often up to 9.22 µM), without a hit: top-dose activation, negative = inhibition, usual class: activators; actives 2.8% (n = 320,000); also: potency is read from the fitted curve at half-maximal effect; % of control where 0% means no effect; nearly all actives have a fitted effect of over 60% in size
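Huh7 cells stably carrying a Rab9 promoter-luciferase reporter, 1500 cells per well in OP-MEM I with 10% FBS, treated with compound 24 hours at 37C. Luciferase activity read by luminescence after 10 minutes with Amplite reagent.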
Mito fusion yeast – mitochondrial division inhibition or fusion activation; Potency, µM (doses to about 46.1 µM), for the others: at the highest dose growth rescue (activation), actives largely listed as activators; S. cerevisiae fusion-defective mutant growth rescue, CellTiterGlo 48 h; actives 0.23% (n = 320,000); AID 485298;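 also: potency is read from the fitted curve at half-maximal effect; % of control where 0% means no effect; nearly all actives have a fitted effect of over 45% in size; temperature-sensitive fusion mutants such as fzo1-1 at 37 °C on non-fermentable ethanol glycerol medium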
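S. cerevisiae fusion-defective temperature-sensitive mutants (e.g. fzo1-1, mgm1-5) grown 48 h at 37C in YPEG (ethanol/glycerol non-fermentable) medium with 23 nl compound per well; growth rescue read as CellTiterGlo luminescence.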
Menin MLL FP TR – displaces Texas Red mutant MLL peptide from human menin; O00255; Menin + Texas Red MLL mutant peptide, fluorescence polarization; Potency, µM (series often up to 61.6 µM), inactives show at the highest dose FP activity change, negative = inhibition, most hits filed as inhibitors; actives 0.23% (n = 270,000); AID 1768; active = well fitted inhibition curve with a large enough effect in the polarisation, with a control signal flat, not every such curve was filed as active; inconclusive = small, poorly fitted or top-dose-only effect, or effect the other way, or a change in a side signal; inactive = no such curve, though single readings can be large or run the other way; the % refers to the polarisation; also: potency is read from the fitted curve at half-maximal effect; % of control where 0% means no effect; many of its hits are not listed in these tables
RORg inh – ROR gamma (mouse) transcription inhibition. Potency, µM (highest dose often 53.6 µM), without a hit: at the top dose activity change, negative = inhibition, actives largely listed as inhibitors. actives 5.4% (n = 310,000). P51450. Drosophila S2 Gal4-RORgamma UAS-luciferase reporter, 20 h. AID 2551; also: potency is read from the fitted curve at half-maximal effect; % is scaled to controls: 0 for no effect and ±100 for the full control effect; nearly all actives have a fitted effect of over 60% in size
Target sequence (P51450 whole entry, looked up, the tested form may be a part): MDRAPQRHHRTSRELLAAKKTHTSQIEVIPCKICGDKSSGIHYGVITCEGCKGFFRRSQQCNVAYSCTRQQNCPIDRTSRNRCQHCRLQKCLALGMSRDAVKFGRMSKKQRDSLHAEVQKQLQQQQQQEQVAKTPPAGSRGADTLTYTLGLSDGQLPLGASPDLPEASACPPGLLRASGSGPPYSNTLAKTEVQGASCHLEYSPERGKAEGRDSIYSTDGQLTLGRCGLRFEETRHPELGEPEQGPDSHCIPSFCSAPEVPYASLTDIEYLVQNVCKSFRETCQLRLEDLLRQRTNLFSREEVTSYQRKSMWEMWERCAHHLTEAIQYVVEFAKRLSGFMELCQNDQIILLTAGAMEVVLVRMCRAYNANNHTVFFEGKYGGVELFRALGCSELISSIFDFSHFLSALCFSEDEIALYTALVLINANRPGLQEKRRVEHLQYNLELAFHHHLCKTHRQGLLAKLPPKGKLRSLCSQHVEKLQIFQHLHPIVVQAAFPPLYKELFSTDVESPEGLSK
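A Gal4/UAS one-hybrid system in insect cells: metallothionein-promoter Gal4–ROR gamma fusion plus Photinus luciferase reporter. Copper sulfate 700 uM final, 20 hr ambient incubation, luminescent detection after 10 min with reagent.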
MBNL1-CUG inh – MBNL1-poly(CUG) RNA binding inhibition. actives 0.036% (n = 280,000). Q9NR56. TR-FRET MBNL1-His/biotin-(CUG)12 binding, 665/545 ratio. Potency, µM (doses to about 57.5 µM), inactives show at the top dose activity change, negative = inhibition, usual class: inhibitors; active = well fitted inhibition curve with a large enough effect in the signal ratio, with a control signal flat, not every such curve was filed as active; inconclusive = small, poorly fitted or top-dose-only effect, or effect the other way, or a change in a side signal; inactive = no such curve, though single readings can be large or run the other way; the % refers to the signal ratio; also: potency is read from the fitted curve at half-maximal effect; % is scaled to controls: 0 for no effect and ±100 for the full control effect
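TR-FRET readout: Ex 340 nm, 665/545 nm emission ratio, normalized to buffer-only (basal) and MBNL1-(CUG)12 controls. Complex of MBNL1-His with Biotin-(CUG)12, compounds 92 nM–58 uM, incubated 60 min at room temperature.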
FLuc counter – inhibits or activates purified firefly luciferase, miR-21 counter-screen; actives 6.9% (n = 360,000); Potency, µM (titrated, usually from 57.5 µM), for inactives: at the top dose activity change, negative = inhibition, actives largely listed as inhibitors; purified FLuc, Km substrates, luminescence inhibition; P08659;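 also: potency is read from the fitted curve at half-maximal effect; plate controls were vehicle for no effect and reference inhibitor for full effect; nearly all actives have a fitted effect of over 55% in size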
Target sequence (P08659 whole entry, looked up): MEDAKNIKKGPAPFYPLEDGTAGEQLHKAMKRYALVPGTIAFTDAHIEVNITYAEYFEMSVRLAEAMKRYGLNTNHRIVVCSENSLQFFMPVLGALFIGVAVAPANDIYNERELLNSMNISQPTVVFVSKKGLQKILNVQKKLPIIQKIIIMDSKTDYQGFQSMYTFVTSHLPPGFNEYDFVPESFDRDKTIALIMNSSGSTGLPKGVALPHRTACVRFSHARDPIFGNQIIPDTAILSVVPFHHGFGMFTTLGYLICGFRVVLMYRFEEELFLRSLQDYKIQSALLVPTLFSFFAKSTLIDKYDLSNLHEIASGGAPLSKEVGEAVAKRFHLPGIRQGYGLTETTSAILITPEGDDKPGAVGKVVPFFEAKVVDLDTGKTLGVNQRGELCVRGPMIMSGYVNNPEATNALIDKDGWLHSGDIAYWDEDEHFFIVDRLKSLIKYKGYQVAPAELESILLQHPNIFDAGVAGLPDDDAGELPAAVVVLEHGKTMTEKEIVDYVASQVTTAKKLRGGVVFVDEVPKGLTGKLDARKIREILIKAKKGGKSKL
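Purified P. pyralis luciferase, 10 nM final, with Km-level 10 uM D-luciferin and 10 uM ATP in 50 mM Tris acetate pH 7.5, 10 mM Mg acetate, 0.01% Tween-20, 0.05% BSA; 6-point qHTS titration about 60 µM downward; luminescence read.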
NPC1 promoter act – activates the NPC1 promoter | actives 2.4% (n = 320,000) | Huh7 NPC1 promoter luciferase reporter, 24 h | Potency, µM (doses to about 9.22 µM), for inactives: top-dose activation, hits mostly activators;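 also: potency is read from the fitted curve at half-maximal effect; % of control where 0% means no effect; nearly all actives have a fitted effect of over 60% in size; reporter is driven by a mutant NPC1 promoter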
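Huh7 cells stably carrying NPC1 promoter–luciferase, plated in Opti-MEM with 10% FBS for 2 h, were exposed to compound in DMSO for 24 h at 37 °C; luciferase reagent was added for 10 min and luminescence read.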
Gal4-VP16 FLuc – Gal4-VP16 reporter inhibition counter-screen; Drosophila S2 Gal4-VP16 UAS-luciferase, luminescence, 20 h; Potency, µM (series often up to 53.6 µM), for the others: top-dose activity, negative = inhibition, hits mostly inhibitors; actives 3.5% (n = 310,000); AID 2546;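 also: Gal4-VP16 expression switched on by copper sulfate through the metallothionein promoter; potency is read from the fitted curve at half-maximal effect; % is scaled to controls: 0 for no effect and ±100 for the full control effect; nearly all actives have a fitted effect of over 50% in size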
PKM2 act – PKM2 (human) enzyme activation | actives 0.34% (n = 260,000) | P14618 | AID 1631 | Potency, µM (series often up to 57.5 µM), for the others: at the top dose activation, usual class: activators | purified PKM2, Kinase-Glo ATP luminescence, activation; response scale: 0% is enzyme alone, no compound; also: potency is read from the fitted curve at half-maximal effect; % is scaled to controls: 0 for no effect and ±100 for the full control effect; nearly all actives have a fitted effect of over 55% in size
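Purified hPK-M2 (>95%) run at intermediate activity with 0.1 mM ADP and 0.5 mM PEP in 50 mM imidazole pH 7.2, KCl, MgCl2; 1 h room temperature. ATP formed read by Kinase-Glo luminescence; normalized to uninhibited and no-enzyme controls.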
Active calls of the source: *; ? = inconclusive; · = no result given; & = joins results of further samples; [ ] = remark or other dose. Unless noted, calls follow the shape of the dose curve; as a rule, active = well fitted curve in the direction sought with a large enough effect; inconclusive = small, poorly fitted or top-dose-only effect, or another doubt; inactive = no such curve, though single readings can be large; an effect the other way counts as inactive or inconclusive. These rows are one share of the data; rates above refer to the full screens.

SMILES	ELG1 repair inh	KCNH2 3.1 inh	Rab9 promoter act	Mito fusion yeast	Menin MLL FP TR	RORg inh	MBNL1-CUG inh	FLuc counter	NPC1 promoter act	Gal4-VP16 FLuc	PKM2 act
Cc1ccc2nc(SCC(=O)c3ccc4c(c3)OCO4)[nH]c2c1	-10%	3	5%	0%	16%	-30%	-4%	?	9%	-1%	5%
CSc1nccc(Oc2cccc(C#N)c2)n1	?	·	-6%	-3%	3%	3%	-4%	4%	0%	-8%	-3%
CCCCOc1ccccc1NC(=O)Cn1c(-c2nonc2N)nc2ccccc21	28%	-16	-25%	0%	-13%	-24%	-4%	-1%	-23%	-20%	4%
CCOc1ccc(NC(=O)[C@@H](NC(=O)c2ccccc2)[C@@H](C)CC)cc1	?	18	4%	2%	-2%	9%	0%	-1%	-1%	0%	-3%
Cc1ccc(NC(=O)C2CC(=O)NC(N3CCc4ccccc43)=N2)cc1 (stereo unspecified)	7%	-13	-7%	-6%	6%	40%	-6%	-15%	0%	3%	-2%
COc1ccc(NC2=C(Cl)C(=O)N(CCc3ccccc3)C2=O)c(OC)c1	?	19	-1%	10%	-11%	24%[10 µM]	·	?	3%	29%	0%
Nc1nc2n(n1)C(=O)CC(c1ccc(Cl)cc1)N2 (stereo unspecified)	1%	11	-1%	4%	1%	1%	·	-2%	-2%	6%	-6%
CC(c1nccs1)N(C)C(=O)c1ccc(OC2CCN(CCc3ccccc3)CC2)cc1 (stereo unspecified)	-12%	-2	-1%	-3%	?	1%	-9%	0%	-7%	-7%	-2%
O=C1N/C(=C/c2cccs2)C(=O)N1Cc1ccc(F)cc1	11%	-4	-1%	-1%	-1%	-1%	6%	1%	-1%	0%	-2%
Cc1ccccc1NC(=O)c1ccc(Cn2cc([N+](=O)[O-])cn2)o1	10%	16	-1%	4%	22%	-2%	2%	0%	-5%	-1%	15%
COCCNC(=O)[C@H](C)[C@H]1C[C@]1(C)[C@H](NC(=O)OCc1ccccc1)c1ccccc1	-6%	-8	-8%	-3%	-22%&-7%	?	-9%	1%	-7%	1%&-4%	3%&2%
CCn1nccc1C(=O)Nc1ccc(C(=O)OC(C)C)cc1	18%	-5	?	-4%	-9%	?	-2%	19µM*	?	8%	-1%
CC(C)(C)c1cc(NCCCn2ccnc2)n2ncc(-c3ccccc3)c2n1	?	-20	2.2µM*	-32%[inhibitor]	·	-28%	·	5.4µM*	2µM*	-1%	8%
CCn1c(=O)c(C(=O)NCc2ccc(Cl)cc2)c(O)c2ccccc21	-1%	-6	-2%	6%	2%	?	-5%	3%	-1%	6%	-1%
CCO[C@@H]1OC(C(=O)NC2CC2)=C[C@H](C(C)(C)C)[C@H]1CCCO	-2%	12	0%	-9%	·	-15%	11%	1%	-1%	3%	-4%
COc1ccc(CCNC(=O)C2CCC(CNS(=O)(=O)c3ccc(F)cc3)CC2)cc1OC (stereo unspecified)	-3%	-7	-12%	0%	12%	-8%	-5%	2%	3%	0%	1%
O=c1c2ccccc2nc(SCc2cc([N+](=O)[O-])cc3c2OCOC3)n1-c1ccccc1	3%	5	2%	-2%	14%	10%	·	-1%	-4%	4%	3%
Cc1nnc(NC(=O)CSc2nccn2-c2cccc(C)c2C)s1	?	8	-14%	-3%	-18%	10µM*	12%	6%	-19%	0%	-1%
Cc1c(NC(=O)CSc2ccccn2)c(=O)n(-c2ccccc2)n1C	-5%	11	-4%	-4%	-15%	22%	-3%	1%	7%	-8%	-7%
Cc1cc(C(F)(F)F)n(-c2nc(C(=O)O)cs2)n1	-11%	14	-2%	-3%	-3%	2%	-17%	0%	0%	-6%	2%
COc1ccc(N(CC(=O)NCCSCc2ccco2)S(=O)(=O)c2ccccc2)cc1OC	5%	-2	9%	-2%	·	-9%	0%	0%	-3%	0%	-1%
Cc1cccc2sc(NC(=O)CN3C(=O)c4ccccc4C3=O)nc12	3%	-9	-2%	-5%	?	-30%	0%	-1%	0%	?	2%
CCOC(=O)c1cnc2c(cnn2C)c1NCc1ccc(OC)cc1	7%	-9	-4%	-6%	5%	14%	-7%	0%	-8%	5%	1%
CN(C)/C=N/C(=S)Nc1cc(Cl)cc(Cl)c1	0%	-2	-3%[1.84 µM]	-1%	1%	20%	5%	2%	-1%	-1%[10 µM]	3%
CCOC(=O)N1CCN=C1SCc1ccc(Cl)c(Cl)c1	-19%	8	-5%	-1%	-21%	31%	-3%	-1%	-4%	-1%	-14%
CCC(Oc1ccccc1)C(=O)Nc1ccc(S(=O)(=O)NCC2CCCO2)cc1 (stereo unspecified)	?	-4	-6%	2%	-4%	27%	0%	4%	-3%	8%	0%
O=C1c2cnccc2CN1Cc1ccccc1	10%	1	-2%	0%	4%	-8%	?	2%	0%	-5%	0%
O=C(O)c1ccccc1CSc1ccccn1	14%	7	0%	-8%	8%	2%	·	-11%	-2%	-18%	-2%
CCN(CC)CC(=O)Nc1ccc(-c2ccc(NC(=O)CN(CC)CC)c(OC)c2)cc1OC	-1%	-22	-2%	1%	?	-5%	-1%	0%	-6%	-1%	1%
COc1cccc(OCC(O)CN2CCOCC2)c1 (stereo unspecified)	0%	-5	4%	2%	10%	3%	-7%	-11%	4%	-9%	-11%

An excerpt of these results, as labelled records.
mol: O=C1N/C(=C/c2cccs2)C(=O)N1Cc1ccc(F)cc1
  ELG1 repair inh: 11% | KCNH2 3.1 inh: -4 | Rab9 promoter act: -1% | Mito fusion yeast: -1% | Menin MLL FP TR: -1% | RORg inh: -1% | MBNL1-CUG inh: 6% | FLuc counter: 1% | NPC1 promoter act: -1% | Gal4-VP16 FLuc: 0% | PKM2 act: -2%

mol: Cc1ccccc1NC(=O)c1ccc(Cn2cc([N+](=O)[O-])cn2)o1
  ELG1 repair inh: 10% | KCNH2 3.1 inh: 16 | Rab9 promoter act: -1% | Mito fusion yeast: 4% | Menin MLL FP TR: 22% | RORg inh: -2% | MBNL1-CUG inh: 2% | FLuc counter: 0% | NPC1 promoter act: -5% | Gal4-VP16 FLuc: -1% | PKM2 act: 15%

Other structures follow:
SMILES	ELG1 repair inh	KCNH2 3.1 inh	Rab9 promoter act	Mito fusion yeast	Menin MLL FP TR	RORg inh	MBNL1-CUG inh	FLuc counter	NPC1 promoter act	Gal4-VP16 FLuc	PKM2 act
Cc1sc2nc3n(c(=O)c2c1C)Cc1ccccc1-3	?	·	?	3%	7%	-8%	-10%	3.8µM*	26%	?	-2%
NC(=O)C1(N2CCCCC2)CCN(C(=O)c2ccc(C#Cc3ccccc3)o2)CC1	-11%	-13	-20%	0%	?	24%	5%	-9%	0%	-4%	1%
COc1ccc(CNS(=O)(=O)c2ccc3c(c2)N(C)CCO3)cc1	?	18	-5%	7%	·	27%	-7%	2%	-1%	-9%	·
Cc1cc2[nH]c(=O)cc(-c3ccccc3)n2n1	?	12	?	-3%	-28%	11µM*	-13%	9.5µM*	?	18µM*	6%
Cc1ccc(NC(=O)CSc2nnc(Cn3cnc4ccccc43)o2)c(C)c1	6%	5	5%	-1%	-13%	16%	5%	-7%	1%	-8%	16%
O=C(OCC(=O)N1CCCC1=O)c1cc(Cl)ccc1O	-2%	-16	1%	-11%	·	·	·	3%	2%	·	·
N#CCSc1nc(-c2ccccc2)c2cc(Cl)ccc2n1	?	17	-5%	-2%	-6%	-36%	2%	5%	-3%	-18%	2%
O=C(COC(=O)c1ccc([N+](=O)[O-])s1)NC(=O)NCc1ccccc1	2%	·	0%	-1%	?	?	·	-3%	1%	-3%	-7%
O=C(NCc1ccncc1)C(=O)NC1CC1	1%	-8	-4%	26%	7%	-2%	-11%	1%	2%	-2%[10 µM]	0%
O=C(C1Cc2ccccc2O1)N1CCCCC1 (stereo unspecified)	24%	-31	18%	-7%	18%	?	-9%	-1%	3%	5%	-7%
